RGS4 inh = inhibitors of human regulator of G protein signaling 4; hit rate 0.039% among 390,000; P49798; AID 504845; Potency, µM (doses to about 114 µM), for the others: at the top dose activity change, negative = inhibition, actives largely listed as inhibitors; Transcreener GDP fluorescence polarization, RGS4-accelerated GTP hydrolysis; also: potency is read from the fitted curve at half-maximal effect; % is scaled to controls: 0 for no effect and ±100 for the full control effect; nearly all actives have a fitted effect of over 75% in size; some results filed as inactive show a strong effect at the top dose
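MLSMR compounds (23 nl, pin-transferred) preincubated 10 min at room temperature with a 500nM (2x) first reagent, then RGS4 at 900nM (2x) plus Transcreener GDP mix added; fluorescence polarization (620/688 nm) read before and after 90 min at 30 °C.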
Anesthetic bind = binds horse apoferritin like a general anesthetic; apoferritin/1-aminoanthracene competitive binding, fluorescence; Potency, µM (series often up to 77.5 µM), for inactives: at the highest dose activity change, negative = displacement, hits mostly inhibitors; hit rate 0.074% among 350,000; AID 485281; also: potency is read from the fitted curve at half-maximal effect; % is scaled to controls: 0 for no effect and ±100 for the full control effect; nearly all actives have a fitted effect of over 20% in size
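Horse-spleen apoferritin (10 uM) in 50% saturated 1-aminoanthracene in PBS was incubated 10 min at room temperature with compound. Fluorescence (ex 380, em 535 nm) was normalized to free and bound 1-AMA, with concentration-response fitted by a four-parameter Hill equation.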
POLH inh = inhibitors of human DNA polymerase eta; Q9Y253; recombinant Pol eta, fluorescent DNA replication assay; Potency, µM (doses to about 114 µM), for inactives: at the highest dose activity change, negative = inhibition, actives largely listed as inhibitors; hit rate 1.2% among 390,000; also: potency is read from the fitted curve at half-maximal effect; % is scaled to controls: 0 for no effect and ±100 for the full control effect
Target sequence (Q9Y253 whole entry, looked up): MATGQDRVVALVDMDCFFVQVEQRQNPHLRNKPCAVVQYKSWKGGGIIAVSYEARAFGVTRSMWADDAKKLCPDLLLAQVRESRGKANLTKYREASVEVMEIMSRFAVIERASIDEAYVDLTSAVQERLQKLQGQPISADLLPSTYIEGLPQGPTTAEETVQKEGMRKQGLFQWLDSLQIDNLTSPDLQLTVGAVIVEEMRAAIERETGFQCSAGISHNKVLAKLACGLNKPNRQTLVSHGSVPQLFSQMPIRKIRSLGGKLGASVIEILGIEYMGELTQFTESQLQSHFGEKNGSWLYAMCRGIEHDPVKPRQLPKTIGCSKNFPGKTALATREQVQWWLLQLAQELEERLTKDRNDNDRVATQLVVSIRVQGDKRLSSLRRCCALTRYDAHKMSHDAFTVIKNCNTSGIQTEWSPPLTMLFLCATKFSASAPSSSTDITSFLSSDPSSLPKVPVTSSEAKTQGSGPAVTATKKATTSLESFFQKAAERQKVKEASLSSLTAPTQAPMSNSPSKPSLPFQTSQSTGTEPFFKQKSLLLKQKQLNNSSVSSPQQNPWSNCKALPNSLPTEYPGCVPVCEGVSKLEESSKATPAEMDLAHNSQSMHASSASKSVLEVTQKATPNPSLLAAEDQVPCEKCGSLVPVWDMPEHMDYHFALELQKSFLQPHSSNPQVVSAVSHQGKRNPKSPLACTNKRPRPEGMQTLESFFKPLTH
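Pol eta (10 nM) was preincubated with compounds for 15 min at room temperature, after which fluorescent replication substrate (50 nM final) was added to start the reaction. Fluorescence was read kinetically at 0 and 10 min.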
ERG Ets-DNA blk = inhibitors of human ERG Ets domain-DNA interaction | hit rate 0.028% among 370,000 | Potency, µM (highest dose often 76.9 µM), without a hit: at the highest dose FP activity, negative = inhibition, actives largely listed as inhibitors | P11308 | AID 624246 | fluorescence polarization, His-ERG Ets domain / labelled DNA; active = well fitted inhibition curve with a large enough effect in the polarisation, with a control signal flat; inconclusive = small, poorly fitted or top-dose-only effect, or effect the other way, or a change in a side signal; inactive = no such curve, though single readings can be large or run the other way; the % refers to the polarisation;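 also: polarization taken with two DNA probes labelled with fluorescein and Texas red; potency is read from the fitted curve at half-maximal effect; % of control where 0% means no effect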
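His-tagged ERG Ets domain (1 uM in the protein solution; 300mM KCl, 50mM Tris-HCl, 1mM EDTA, 1mM DTT, pH 7.5) received compound, then a probe mix of 5 nM fluorescein-DNA and 100nM Texas-615-DNA. Fluorescence polarization was read for both dyes.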
ALOX12 inh = blocks human arachidonate 12S-lipoxygenase; P18054; purified 12hLO, xylenol orange hydroperoxide absorbance; Potency, µM (series often up to 108 µM), for the others: at the top dose activity change, negative = inhibition, actives largely listed as inhibitors; hit rate 1.1% among 580,000; AID 1671190; also: potency is read from the fitted curve at half-maximal effect; % is scaled to controls: 0 for no effect and ±100 for the full control effect
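Hydroperoxide product was detected by ferrous iron/xylenol orange as the 573 to 405 nm absorbance ratio. Arachidonic acid at 40 uM (final) was turned over for 30 min at room temperature by 150 nM human 12hLO, pH 7.0 Hepes buffer, after 15 min compound preincubation.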
APEX1 inh = inhibitors of human APE1 endonuclease; recombinant APE1, TAMRA/BHQ-2 abasic DNA cleavage fluorescence; Potency, µM (series often up to 65.8 µM), inactives show at the top dose activity change, negative = inhibition, most hits filed as inhibitors; hit rate 0.35% among 350,000; AID 2517;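 also: potency is read from the fitted curve at half-maximal effect; plate controls were vehicle for no effect and reference inhibitor for full effect; nearly all actives have a fitted effect of over 55% in size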
Target sequence (P27695 whole entry, looked up): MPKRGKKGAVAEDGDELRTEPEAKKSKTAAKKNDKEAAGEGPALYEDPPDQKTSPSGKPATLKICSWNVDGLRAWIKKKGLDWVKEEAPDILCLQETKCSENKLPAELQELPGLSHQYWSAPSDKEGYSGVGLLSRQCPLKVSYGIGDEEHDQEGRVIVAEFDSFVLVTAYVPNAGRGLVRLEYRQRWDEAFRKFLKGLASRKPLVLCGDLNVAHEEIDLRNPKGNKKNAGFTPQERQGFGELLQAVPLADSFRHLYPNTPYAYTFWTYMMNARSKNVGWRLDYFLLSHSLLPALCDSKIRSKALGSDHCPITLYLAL
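APE1 at 0.75 nM preincubated 15 min at room temperature with compound. Reaction then started with 50 nM double-stranded THF-abasic substrate labelled with TAMRA/BHQ-2, and 525/598 nm fluorescence read kinetically. Activity taken as third-minus-first read difference, normalized to DMSO and NSC13755 controls.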
POLK inh = inhibitors of human DNA polymerase kappa; AID 588579; Potency, µM (doses to about 107 µM), for the others: top-dose activity, negative = inhibition, usual class: inhibitors; Q9UBT6; hit rate 0.53% among 400,000; purified Pol kappa, fluorescent DNA synthesis assay, 10 min; also: potency is read from the fitted curve at half-maximal effect; % is scaled to controls: 0 for no effect and ±100 for the full control effect
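First, compounds were pin-transferred onto 10 nM Pol kappa. After 15 min at room temperature, substrate was added to 50 nM final. Fluorescence was then measured kinetically at 0 and 10 min.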
LDHA block = LDHA (human) enzyme inhibition; AID 1347041; P00338; activity change, % (values are at about 110 or 230 µM); hit rate 0.15% among 480,000; purified LDHA, NADH/diaphorase-resazurin fluorescence; active compounds read low; in the data active = activity change below about -30%; inconclusive = mostly about -25% to -30%;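 also: plate controls were DMSO wells for no effect and wells without enzyme for full effect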
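Enzyme activity of human lactate dehydrogenase 5 (2 nM; 0.06 mM NADH, 0.2 mM pyruvate, 5 min, RT) is measured via a resazurin/diaphorase fluorescence readout of residual NADH.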
Pol beta inh = DNA polymerase beta (human) inhibition. P06746. Pol beta primer extension/strand displacement, fluorescence kinetic. Potency, µM (highest dose often 114 µM), for the others: top-dose activity change, negative = inhibition, hits mostly inhibitors. hit rate 1.3% among 340,000. AID 485314; also: potency is read from the fitted curve at half-maximal effect; % is scaled to controls: 0 for no effect and ±100 for the full control effect
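Values derive from four-parameter Hill fits of normalized kinetic data: reads at 0 and 10 min following addition of 50 nM substrate to 10 nM Pol beta preincubated 15 min with compound.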
* hit, by the source's call; ? = inconclusive; . = not tested or not shown; & = joins results of further samples; [ ] = remark or other dose. Unless noted, calls follow the shape of the dose curve; as a rule, active = well fitted curve in the direction sought with a large enough effect; inconclusive = small, poorly fitted or top-dose-only effect, or another doubt; inactive = no such curve, though single readings can be large; an effect the other way counts as inactive or inconclusive.

SMILES | RGS4 inh | Anesthetic bind | POLH inh | ERG Ets-DNA blk | ALOX12 inh | APEX1 inh | POLK inh | LDHA block | Pol beta inh
Cc1cc(C)cc(NC(=O)CS(=O)(=O)c2cccc3nsnc23)c1 | -42% | 6% | -17% | 13% | -7% | -4% | 1% | 4 | 9%
COc1ccc(NC(=O)CSc2nnc(-c3cccnc3)n2Cc2ccco2)c(OC)c1 | 3% | -9% | -16% | 8% | 3% | 1% | 5% | 3 | 0%
COC1=CC(=O)OC12CCCCC2 | 9% | -6% | 7% | 1% | 0% | -2% | -7% | -3 | ?
Cc1cc(C)c(NC(=O)NC(=O)c2cccc(F)c2)c(C)n1 | -2% | -5% | 7% | 6% | 0% | -4% | 2% | -12 | 20%
CCN(CC)C(=O)Cn1c(=O)n(Cc2ccc(C(=O)NCc3ccccc3Cl)cc2)c(=O)c2ccccc21 | 24% | -2% | -11% | 9% | 0% | . | -20% | -7 | -4%
Cc1cc(C)c2oc(C(=O)NCc3ccccc3)cc(=O)c2c1 | 4% | -1% | 1% | 3% | -4%&-38% | 16% | -8% | -3&-1 | 0%
Cc1ccc(SCC(=O)OCC(=O)NCCCc2ccccc2)cc1 | -12% | . | -11% | -13% | 3% | 14% | -24% | 2 | .
CCN(CC)S(=O)(=O)c1cccc(C(=O)NCCCn2ccnc2)c1 | 25% | -9% | 1% | 1% | -6% | 4% | -11% | -6 | 16%
CCOC(=O)Nc1ccc2c(CN3C(=O)NC4(CCCC4)C3=O)cc(=O)oc2c1 | -11% | 3% | ? | -2% | 3% | 5% | -39% | -1 | 3%
COc1ccccc1Nc1nc(N2CCOCC2)nc(N2CCOCC2)n1 | 39%[11.4 µM] | -3% | -13%&-14% | 3% | -16%&-1% | 4% | 0%&3% | -3&-5 | 0%
Cc1nc(Cl)sc1C(=O)Nc1ccc(C(C)(C)C)cc1 | 6% | ? | -23% | -9% | 1% | 28% | -11% | 1 | 5%
Cc1cnn(-c2nc(-c3ccccc3)cc(-c3ccccc3)n2)c1 | -4% | -13% | -16% | 9% | 11% | 1% | -7% | -4 | 7%
COC(=O)C1=C(C(=O)OC)[C@@H]2N(Cc3ccccc3)c3ccccc3[C@@]23C[C@@H](C(=O)OC)N(C(=O)NC(C)(C)C)C3=N1 | -12% | . | -21% | 5% | ? | . | -21% | -1 | .
O=C(CS(=O)(=O)Cc1ccccc1)NCCc1ccc(F)cc1 | -15% | -7% | -1% | -7% | 0% | 10% | -12% | -2 | 7%
O=Cc1cn(-c2ccccc2)nc1-c1cc2cc(O)ccc2oc1=O | -52% | 4% | ? | 0% | -12% | ? | ? | -5 | 56µM*
CC(C)c1cnc2c(c1SCC(=O)Nc1ccccc1C(F)(F)F)c(=O)n(C)c(=O)n2C | 16% | -3% | 13% | 0% | 0% | . | -5%[60.1 µM] | -3 | 29%
Cc1csc2ncc(C(=O)Nc3ccon3)c(=O)n12 | -7% | 2% | -1% | . | 0%[57.4 µM] | ? | 0%[60.1 µM] | -5 | ?
COCCN(C(=O)COC(=O)Cc1c[nH]c2ccccc12)c1c(N)n(Cc2ccccc2)c(=O)[nH]c1=O | 32% | . | -17% | -5% | -12% | -4% | -10% | -1 | .
COc1ccc2c(c1OC)C(=O)OC2C/C(=N\NC(N)=O)c1ccccc1 (stereo not given) | -30% | 0% | -6% | -7% | -3% | -1% | 2% | -6 | 0%
CCn1c(O)c(/C=N/N=C2CCCC2)c2ccc(C3=NNC(=O)CC3)cc21 | 0% | 1% | -5% | -3% | -25% | -4% | -3% | 3 | 25%
Cc1ccc(S(=O)(=O)NCCC2=CCCCC2)cc1 | 18% | . | -13% | -15% | ? | -4% | -17% | -4 | .
COc1cc(OC)cc(C(=O)Nc2cccc(C(C)=O)c2)c1 | 9% | -9% | 6% | -5% | -29% | 2% | -16% | -7 | -3%
CC(NS(=O)(=O)c1ccc(Cl)cc1)C(=O)NCc1ccco1 (stereo not given) | 13% | -9% | -9% | . | ? | ? | -39% | -1 | ?
O=C(NCCCn1ccnc1)c1cccc(Br)c1 | -40% | -2% | -7% | -3% | 8% | 8% | -33% | -25 | 9%
CCN1CCN(C(=O)c2ccc(CSc3ccc(C)cc3)cc2)CC1 | 16% | ? | -3% | . | ? | 2% | -9% | -4 | 2%
O=C(CSc1ccc(C(F)(F)F)cc1[N+](=O)[O-])NCCOc1ccccc1 | -7% | -2% | -15% | . | 1% | 17% | -1% | 3 | 8%[57.1 µM]
Cc1[nH]c2ccccc2c1C1(O)C(=O)N(C(C)C)c2ccccc21 (stereo not given) | -3% | -2% | 0% | 3% | -23% | 12% | -13% | 0 | 23%
COc1cccc(C2CC(=O)NC(SC)=C2C#N)c1 (stereo not given) | -9% | -4% | -6% | -2% | ? | -4% | 9% | 1 | 21%
COc1ccccc1N1CCN(c2c(CN3CCCC3)c(=O)oc3ccccc23)CC1 | -6% | -10% | 0% | 1% | -16% | . | -17% | -5 | -6%
Cc1cc(C)n2cc(CSc3nnnn3C)nc2n1 | 22% | -10% | -8% | 2% | 171%[activator] | -1% | -25% | -2 | 18%
CCOc1cc(CNc2ccc(CNc3ncn[nH]3)cc2)ccc1OCc1ccccc1 | -2% | -20% | -23% | 10% | -6% | -1% | -8% | 3 | 0%
O=C(Nc1ccc(O)cc1)c1ccc2c(c1)C(=O)N(Cc1ccccc1)C2=O | 7% | -21% | -12% | 20% | -3% | 36% | -2% | -5 | 1%
COc1ccc(NC(=O)C2Cc3cccc(OC)c3O/C2=N\O)cc1 (stereo not given) | -2% | -3% | -11% | 12% | 6% | 32% | -15% | -4 | 14%
CCOc1cc(/C=N/NC(=O)CN2CCCCC2)ccc1OCc1ccc(Cl)cc1 | -7% | -12% | -17% | -12% | 8% | 3% | -3% | 2 | 9%
Cc1ccc(NCCC(=O)c2ccc(Cl)c(Cl)c2)cc1 | -16% | -15% | -11% | 1% | -20% | -4% | -8% | -6 | 30%
Cc1ccccc1-n1c(SCC(N)=O)nc2sc(-c3ccccc3)cc2c1=O | 7% | -15% | -21% | 0% | 0% | -2% | -3% | -4 | 1%
CC(C)(C)C1CCC2(CC1)Nc1cccc3cccc(c13)N2 | 4%[11.4 µM] | -12% | -2% | -7% | 0% | 5% | -15% | 1 | -3%
CC(=O)c1c(C)[nH]c(C(=O)OCC(=O)C(C)(C)C)c1C | -8% | -9% | 2% | 5% | -18% | -2% | 14% | -3 | 13%
Cn1c(-c2cccs2)nc2ccccc21 | -29% | -22% | -3% | -12% | 5% | 16% | 1% | -7 | 51%
Cc1cc(=O)[nH]c(N/N=C/c2c(C)nn(-c3ccccc3Cl)c2Cl)n1 | 19% | -10% | -16% | -6% | 0% | 12% | 4% | -7 | 28%
CSc1ccccc1C(=O)NC1CCCCC1 | -5% | -23% | -10% | -9% | 20% | 0% | -12% | 1 | 22%
CN(C)C(CNC(=O)C1CCN(C(=O)/C=C/c2ccccc2)CC1)c1ccccc1 (stereo not given) | 7% | -15% | -5% | 1% | 0% | 8% | -1% | -7 | -23%
CC(C)c1ccc(C(=O)N/N=C/c2cccc(Cl)c2Cl)cc1 | -18% | -12% | -26% | -16% | 24% | -6% | -15% | -5 | 44%
COc1ccc(S(=O)(=O)NCc2cn3c(C)csc3n2)cc1F | -24% | 37%[activator] | -22% | -9% | 24% | 4% | 0% | 0 | -18%
CSC1=NC(C(Cl)(Cl)Cl)N=C(c2ccccc2)N1 (stereo not given) | -1% | -13% | -16% | -7% | -18% | 4% | -11% | -3 | 5%
NC(=O)CC(NC(=O)c1ccc(Br)cc1)c1ccc(NC2CCCCCCC2)c([N+](=O)[O-])c1 (stereo not given) | ? | ? | -7% | -3% | 0% | 0% | -3% | -7 | 23%
Cc1cccc(C2CC(c3ccc(Cl)cc3)Nc3nc(N)nn32)c1 (stereo not given) | 3% | -8% | -23% | 3% | 386%[activator] | -6% | -5% | -1 | 1%
CCOCCCNC(=O)c1ccc2c(c1)ncn2C1CCCC1 | -9% | 4% | 0% | . | 20% | 1% | -2% | -7 | -8%
CCCOc1cccc(C(=O)NCCNC(=O)c2cnccn2)c1 | 14% | -13% | -19% | 1% | 1% | -13% | 2% | 0 | 0%
O=C(O)c1ccc(COc2ccc3c4c(c(=O)oc3c2)CCC4)o1 | 28% | -2% | 7.9µM* | 9% | -1% | ? | ? | 1 | 35µM*
Cn1cnc(S(=O)(=O)N2CCC(C(=O)Nc3ccc(F)cc3F)CC2)c1 | 31% | 46%[activator] | -19% | -2% | -26% | . | -6%[60.1 µM] | -13 | -10%
Cc1ccccc1Cn1nnc(-c2ccc(C(=O)O)cc2)n1 | -41% | 1% | -13% | -6% | -12% | -2% | -16% | -10 | ?

Only part of the results is shown; count on the stated rates, not on these rows.
